OXTR potentiator: potentiates the human oxytocin receptor response; P30559; activation, % at 3 µM; CHO-OTR cells, Fluo-8 calcium fluorescence, potentiator mode; 0% = oxytocin EC15, 100% = EC100; AID 2445; 0.061% of 320,000 active;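 active means activation above that plate's cutoff, the mean activation of tested compounds plus 3 SD, cut at about 6.6% in these data, passing the limit was not always enough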;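 further: 100% uses oxytocin at 75 nM as the full agonist control; some results filed as inactive read as strong as hits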
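System: human OTR in CHO cells / Also added: sub-maximal oxytocin, roughly EC15 / Control set: EC15 oxytocin low, 75 nM oxytocin high / Schedule: 6 min compound pre-incubation at room temperature, 100 s kinetic read / Compound: single-point 3.0 µM / Replication: singlicate / Technique: Fluo-8 calcium dye fluorescence / Read-out basis: % activation of max/min ratio relative to oxytocin controls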
TAAR1 antag: antagonists of human TAAR1 | Q96RJ0 | CHO RD-HGA16 TAAR1, Fluo-8 calcium fluorescence, antagonist | inhibition, % at 3 µM | 1.5% of 360,000 active | AID 624466;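 active means inhibition above a per-plate cutoff, the mean inhibition of test compounds on that plate plus 3 SD, cut at about 49% in these data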;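 further: 0% = DMSO plus EC80 beta-PEA response and 100% = DMSO alone without agonist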
Target sequence (Q96RJ0 whole entry, looked up): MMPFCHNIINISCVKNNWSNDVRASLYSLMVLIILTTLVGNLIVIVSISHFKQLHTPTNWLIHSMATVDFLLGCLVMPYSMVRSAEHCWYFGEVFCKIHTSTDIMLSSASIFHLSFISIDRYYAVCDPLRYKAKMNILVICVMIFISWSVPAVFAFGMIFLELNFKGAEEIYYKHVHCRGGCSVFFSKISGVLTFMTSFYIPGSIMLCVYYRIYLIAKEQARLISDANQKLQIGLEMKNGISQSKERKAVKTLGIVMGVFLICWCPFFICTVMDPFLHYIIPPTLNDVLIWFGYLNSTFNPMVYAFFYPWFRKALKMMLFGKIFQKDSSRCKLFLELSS
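Assay system: CHO-derived RD-HGA16 cells stably expressing human TAAR1 plus Gα16. Timing: 140 s kinetic read after compound, 140 s after agonist. Technique: kinetic Fluo-8 calcium fluorescence measurement. Measure: % inhibition of agonist calcium response.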
V1aR counter: counter-screen for oxytocin receptor agonists: human V1a receptor agonists; 0.25% of 320,000 active; CHO-V1R cells, Fluo-8 calcium fluorescence, agonist mode; 0% DMSO, 100% 3 nM vasopressin; activation, % at 3 µM; P37288; AID 2797;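 active means activation above the mean activation of all tested compounds plus 3 SD, per screening run, cut at about 20% in these data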;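 further: signal is peak over basal fluorescence ratio across a 100 second FLIPR read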
CHRM1 agonist: human M1 muscarinic receptor agonism | 0.33% of 360,000 active | AID 588814 | P11229 | CHO-K1 hM1, Fluo-8 calcium fluorescence, agonist mode; 0% DMSO, 100% acetylcholine EC100 | activation, % at 3 µM;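 active means activation above the run's mean compound activation plus 3 SD, cut at about 16% in these data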;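 further: peak over basal fluorescence ratio within a 140 s kinetic read after compound addition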
Target sequence (P11229 whole entry, looked up): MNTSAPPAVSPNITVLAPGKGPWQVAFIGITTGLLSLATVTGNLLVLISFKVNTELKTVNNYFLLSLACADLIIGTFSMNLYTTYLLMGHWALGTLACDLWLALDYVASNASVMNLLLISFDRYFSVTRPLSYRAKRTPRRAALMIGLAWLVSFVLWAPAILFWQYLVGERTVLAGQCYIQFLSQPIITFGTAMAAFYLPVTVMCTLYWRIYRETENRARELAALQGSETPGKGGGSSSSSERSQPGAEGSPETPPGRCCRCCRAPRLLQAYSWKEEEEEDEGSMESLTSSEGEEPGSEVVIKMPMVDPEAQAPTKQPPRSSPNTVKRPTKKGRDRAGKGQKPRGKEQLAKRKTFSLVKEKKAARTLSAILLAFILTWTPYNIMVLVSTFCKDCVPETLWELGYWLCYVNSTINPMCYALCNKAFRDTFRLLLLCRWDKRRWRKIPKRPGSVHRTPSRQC
CHO-K1 Ca ag: nonselective activator or artifact in parental CHO-K1 cells; 0.48% of 360,000 active; activation, % at 3 µM; Fluo-8 calcium fluorescence; scaled to maximal ATP response, vehicle zero; AID 602248; in the data active means activation above about 15%;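 further: untransfected CHO-K1 host cells lacking M1 receptor as counterscreen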
M1 PAM parental: nonselective activator or artifact in parental CHO-K1 calcium assay; ATP EC20, Fluo-8 calcium fluorescence; 0% at ATP EC20, 100% at ATP max; activation, % at 3 µM; 0.02% of 360,000 active;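 active means activation above the run cutoff, the mean activation of all test compounds plus 3 SD, cut at about 40% in these data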;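 further: peak over basal fluorescence ratio in a 140 s read after ATP addition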
CHO parental Ca: counter-screen for OX1R antagonists: effect in parental CHO cells | parental CHO-K1, ATP-induced calcium, Fluo-8 fluorescence | 0.63% of 330,000 active | inhibition, % at 5.6 µM;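 active means inhibition above that plate's mean sample inhibition plus 3 SD, cut at about 26% in these data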;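 further: 0% = ATP-challenged DMSO wells and 100% = DMSO wells without ATP; some compounds past the cut are filed as inactive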
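Assay system: parental CHO cells; Read-out basis: percent inhibition of ATP-evoked calcium rise, normalized to controls; Benchmarks: ATP and no-ATP DMSO wells; Compound dosing: single nominal dose of 5.6 µM per compound; Signal: Fluo-8 calcium dye fluorescence; Also added: ATP as calcium-mobilizing challenge; Repeats: singlicate.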
CHO-K1 Ca antag: nonselective inhibitor or artifact in parental CHO-K1 cells; ATP-induced calcium, Fluo-8 fluorescence; inhibition, % at 3 µM; 0.6% of 360,000 active; AID 602250;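 active means inhibition above a per-plate cutoff, the plate's mean sample inhibition plus 3 SD, cut at about 24% in these data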;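 further: 0% = DMSO plus EC80 ATP and 100% = DMSO alone without ATP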
TAAR1 ag: agonists of human TAAR1; CHO RD-HGA16 TAAR1, Fluo-8 calcium fluorescence; vehicle wells 0%, saturating PEA agonist 100%; 0.99% of 360,000 active; AID 624467; activation, % at 3 µM;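 active means activation above the mean activation of all test compounds in the run plus 3 SD, cut at about 38% in these data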
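System: CHO-derived RD-HGA16 cells with stable Gα16 and human TAAR1. Times: 17-24 h plating, Fluo-8 75 min 37 °C, 30 min RT. Measured by: calcium-sensitive Fluo-8 signal, excitation 470-495, emission 515-575 nm. Read-out basis: % activation relative to PEA EC100 response. Control set: DMSO and PEA EC100. Repeats: no replicates (n 1).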
Active calls of the source: *; nt = not tested or not shown.

nr	Structure	OXTR potentiator	TAAR1 antag	V1aR counter	CHRM1 agonist	CHO-K1 Ca ag
1	CC(=O)C(C(C)=O)C(c1ccccc1)c1nc2ccccc2[nH]c1=O (configuration not stated)	nt	10	nt	-3	4.8
2	N#Cc1cnn2c(-c3ccccc3)ccnc12	-13	5	-1.9	-3	0.1
3	CC(C)C(=O)Nc1nnc(CSCc2ccccc2F)s1	-4	-12	2.1	-2	1.1
4	COc1ccccc1-c1ccc(SCc2ccccc2)nn1	-8	8	-1.6	-4	-0.2
5	CCc1ccc(S(=O)(=O)N2CCN(C(=O)C3CCN(C(C)=O)CC3)CC2)cc1	-2	-13	-0.4	-4	0.7
6	Cc1ccc(NC(=O)Cn2c(=O)n(CCCCC(=O)NCc3ccco3)c(=O)c3ccccc32)cc1	-6	-16	0.1	-3	1.9
7	Cn1c(=O)c2c(nc(CN3CCC(C(N)=O)CC3)n2CCc2ccccc2)n(C)c1=O	-13	7	0.8	-5	0.3
8	CCN(c1ccccc1)S(=O)(=O)c1ccc(Cl)c(NC(=O)COC(=O)c2ccc(O)cc2)c1	-12	36	2.5	-6	2.3
9	Cc1ccc2nc(C)cc(N3CCOCC3)c2c1	-6	6	-0.3	-3	0.2
10	CCN(Cc1cc2cc(OC)ccc2[nH]c1=O)C(=O)c1ccncc1	-1	9	-0.2	2	0.6

nr	M1 PAM parental	CHO parental Ca	CHO-K1 Ca antag	TAAR1 ag
1	10	nt	-3	1
2	8	-6	5	9
3	-5	-3	2	16
4	1	20	-6	0
5	11	1	-6	1
6	10	-7	-3	8
7	25	-9	-10	10
8	4	-11	-2	8
9	20	2	-9	7
10	10	-5	-17	11

Remaining list, next part
nr	Structure	OXTR potentiator	TAAR1 antag	V1aR counter	CHRM1 agonist	CHO-K1 Ca ag
11	COc1ccc(Br)c(C(=O)NC(C)(C)CO)c1	-10	-17	-1.2	-2	4.6
12	Cc1cc(C(=O)CSc2ncnc3ccccc23)c(C)n1C1CC1	-11	25	4.1	-1	8.5
13	CCN1CCN(C(=O)N(CC(=O)Nc2ccc(C(N)=O)cc2)S(=O)(=O)c2ccc(C)cc2)CC1	nt	-12	nt	-3	0.2
14	CC(C)(C)NC(=O)CN(C(=O)c1ccc(Cl)nc1)c1cccc2ccccc12	-9	-14	-0.9	-3	1.2
15	Cc1ccc(C(=O)NCCC(=O)Nc2ccccc2C)cc1	-13	-15	0.5	-4	0.9
16	O=C(O)CCC(=O)NNC(=O)COc1cccc(Cl)c1	-9	0	0.3	-3	-0.5
17	CC(C)c1ccc(-c2nn(-c3ccccc3)cc2C2C(C#N)=C(N)OC3=C2C(=O)CC(C)(C)C3)cc1 (configuration not stated)	-6	2	0.3	-4	-0.2
18	Fc1cccc(Cl)c1CNCc1cccnc1	0	-15	0.5	-7	0.0
19	COc1ccc2cc(C3OCCO3)c(Cl)nc2c1	1	3	-0.8	-2	-0.2
20	COC(=O)CCC(=O)NNC(=O)c1cccc(Cl)c1	-7	-1	0.8	-5	0.4

nr	M1 PAM parental	CHO parental Ca	CHO-K1 Ca antag	TAAR1 ag
11	18	-4	-8	4
12	-1	-29	-5	6
13	-6	nt	1	1
14	17	-32	-14	-1
15	14	-7	-12	6
16	-12	4	8	2
17	18	-10	-9	4
18	-10	-4	-12	3
19	9	-4	-2	-1
20	4	-2	-11	14

Profiles as entered above. Order of screens: OXTR potentiator	TAAR1 antag	V1aR counter	CHRM1 agonist	CHO-K1 Ca ag	M1 PAM parental	CHO parental Ca	CHO-K1 Ca antag	TAAR1 ag
`COc1ccccc1-c1ccc(SCc2ccccc2)nn1` is entered as -8	8	-1.6	-4	-0.2	1	20	-6	0
`Cc1ccc(NC(=O)Cn2c(=O)n(CCCCC(=O)NCc3ccco3)c(=O)c3ccccc32)cc1` is entered as -6	-16	0.1	-3	1.9	10	-7	-3	8
`CCc1ccc(S(=O)(=O)N2CCN(C(=O)C3CCN(C(C)=O)CC3)CC2)cc1` is entered as -2	-13	-0.4	-4	0.7	11	1	-6	1
`Cn1c(=O)c2c(nc(CN3CCC(C(N)=O)CC3)n2CCc2ccccc2)n(C)c1=O` is entered as -13	7	0.8	-5	0.3	25	-9	-10	10

New compounds follow:
nr	Structure	OXTR potentiator	TAAR1 antag	V1aR counter	CHRM1 agonist	CHO-K1 Ca ag
21	CCCCCCNC(=O)OC12CN(C(=O)OC(C)C)N(C(=O)OC(C)C)CC1(O)CN(S(=O)(=O)c1ccc(C)cc1)C2 (configuration not stated)	nt	45	nt	2	2.2
22	CCn1cc(C(=O)NCc2ccc(OC)cc2)c(=O)c2ccc(C)nc21	2	-11	0.6	-2	0.1
23	CC(C)(C)c1ccccc1NC(=O)CN1C(=O)NC(Cc2ccccc2)C1=O (configuration not stated)	-13	9	-0.4	-1	0.5
24	CC(C)(O)P(=O)(O)CCc1ccccc1	-6	0	1.1	-2	3.0
25	COc1cc(C(C[N+](=O)[O-])c2c(C)cc3ccccn23)ccc1O (configuration not stated)	-28	-11	1.0	-5	0.8
26	CCOC(=O)c1sc(NC(=O)CSC(=S)N2CCOCC2)nc1C	-3	-1	0.9	-2	-0.4
27	CC1(C)SC2C(C(=O)O)N=C(Cc3ccccc3)N2C1C(=O)O (configuration not stated)	nt	-16	nt	0	-0.3
28	CC(C)CC1(C)NC(=O)N(CCN2C(=O)c3ccccc3C2=O)C1=O (configuration not stated)	-1	0	0.3	1	0.2
29	O=C(/C=C/Nc1ccccc1)c1cnc(-c2ccccc2)s1	-11	-6	1.5	-3	0.7
30	O=c1cc2c(nn1Cc1cccc([N+](=O)[O-])c1)-c1ccccc1CC2	-5	-22	-1.1	-7	0.5

nr	M1 PAM parental	CHO parental Ca	CHO-K1 Ca antag	TAAR1 ag
21	-9	nt	2	9
22	-11	-17	5	1
23	20	-15	1	0
24	7	4	-9	2
25	6	-17	-11	0
26	-12	-8	2	1
27	-18	nt	1	4
28	3	-15	-19	13
29	11	-14	1	10
30	18	-11	-14	-1

Next entries.
nr	Structure	OXTR potentiator	TAAR1 antag	V1aR counter	CHRM1 agonist	CHO-K1 Ca ag
31	COc1ccc(CNC(=O)C2CC(c3cc(C(F)(F)F)cc(C(F)(F)F)c3)=NO2)cc1 (configuration not stated)	-6	-8	-0.6	-4	3.2
32	Cc1ccc(OCC(=O)N(Cc2ccco2)C2CCS(=O)(=O)C2)cc1 (configuration not stated)	-7	-15	0.2	0	-0.4
33	COc1ccc2c(c1)c(CC(=O)Nc1nnc(C3CC3)s1)c(C)n2C(=O)c1ccc(Cl)cc1	-1	-60	1.1	-2	-0.2
34	CC1(C)CC(=O)C2=C(C1)NC(Nc1nc3ccccc3o1)=NC2c1ccccn1 (configuration not stated)	2	-21	-0.9	1	-0.2
35	CC(C)CC1NC(=O)c2cc3ccccc3cc2-n2c1nc1ccc(Cl)cc1c2=O (configuration not stated)	nt	-7	nt	-2	-0.1
36	Cc1cccc(C(=O)NCC(=O)N2CCN(S(=O)(=O)/C=C/c3ccccc3)CC2)c1	-2	-18	-0.8	-6	-1.1
37	COc1ccc(CCNC(=O)C(=O)NCC2OCCN2S(=O)(=O)c2ccccc2)cc1OC (configuration not stated)	-5	-17	0.2	-2	1.3
38	O=C(Nc1ccc(OC(F)(F)F)cc1)c1ccc2c(c1)no[n+]2[O-]	-17	11	10	3	13
39	C=CCOC(=O)C1=C(C)NC(C)=C(C(=O)OCC=C)C1c1cccs1	-6	nt	-0.4	-6	0.0
40	CC(=O)N1CCC(C(=O)Nc2ccccc2)(N(Cc2ccccc2)C(=O)c2cccnc2)CC1	-8	8	0.3	-2	-0.3

nr	M1 PAM parental	CHO parental Ca	CHO-K1 Ca antag	TAAR1 ag
31	7	-9	-1	0
32	-18	-16	3	1
33	6	-17	-4	2
34	-15	-21	5	11
35	-3	nt	-1	0
36	-3	-29	-18	-1
37	3	-6	-9	3
38	-1	19	11	3
39	10	-14	-3	nt
40	-3	-11	9	0

More structures:
nr	Structure	OXTR potentiator	TAAR1 antag	V1aR counter	CHRM1 agonist	CHO-K1 Ca ag
41	O=C1CSC(c2cccnc2)N1Cc1cccnc1 (configuration not stated)	-11	3	0.0	-2	1.9
42	O=C1CC(c2cc(Br)ccc2F)c2cc3c(cc2N1)CCC3 (configuration not stated)	-9	nt	-0.4	-2	-0.1
43	Cn1c(N)c(C(=O)CSc2nnc(N)s2)c(=O)n(C)c1=O	4	-8	1.3	-2	0.5
44	CCOC(=O)C1CCN(c2nc(C)nc3c2oc2ccccc23)CC1	-5	4	1.2	-5	1.4
45	Cc1nn(C)cc1-c1n[nH]c(=S)n1-c1ccc(Cl)cc1	-3	-3	1.2	1	1.2
46	COC(=O)c1ccc(-n2c(C)cc(C(=O)CSc3ccc(NC(C)=O)cc3)c2C)cc1	-5	28	2.0	-10	5.7
47	NC(=O)C1CCN(C(c2ccccc2F)c2nnnn2Cc2ccco2)CC1 (configuration not stated)	-5	-10	-0.5	-4	0.1
48	Cc1cc(NC(=O)Nc2cccc(Cl)c2)n(C(C)(C)C)n1	-5	-1	11	-1	1.9
49	CCC(NC(=O)c1ccccc1O)c1ccccc1 (configuration not stated)	3	7	1.6	-5	7.3

nr	M1 PAM parental	CHO parental Ca	CHO-K1 Ca antag	TAAR1 ag
41	-19	-8	13	3
42	17	18	-18	nt
43	23	-7	-15	2
44	12	-13	-11	6
45	20	-6	-11	-1
46	16	-7	-3	7
47	13	-10	3	1
48	-10	0	-13	9
49	21	-12	-8	6
